Screens: PubChem, The Scripps Research Institute Molecular Screening Center
Luminol counter = counter-screen for Nox1 inhibitors: inhibitors of luminol chemiluminescence; 16,000 compounds, 0.4% hits; AID 1823, 2009; HRP/luminol/H2O2 chemiluminescence counterscreen; inhibition, % at 6.7 µM; note: reference of the scale not given here
rat GALR2 ag = agonists of rat galanin receptor 2 (GALR2). cell-based GALR2 agonist screen. AID 833, 2007. 16,000 compounds, 0.5% hits. activation, % at 10 µM; in the data active = activation above about 15%
Target sequence (O08726 whole entry, looked up): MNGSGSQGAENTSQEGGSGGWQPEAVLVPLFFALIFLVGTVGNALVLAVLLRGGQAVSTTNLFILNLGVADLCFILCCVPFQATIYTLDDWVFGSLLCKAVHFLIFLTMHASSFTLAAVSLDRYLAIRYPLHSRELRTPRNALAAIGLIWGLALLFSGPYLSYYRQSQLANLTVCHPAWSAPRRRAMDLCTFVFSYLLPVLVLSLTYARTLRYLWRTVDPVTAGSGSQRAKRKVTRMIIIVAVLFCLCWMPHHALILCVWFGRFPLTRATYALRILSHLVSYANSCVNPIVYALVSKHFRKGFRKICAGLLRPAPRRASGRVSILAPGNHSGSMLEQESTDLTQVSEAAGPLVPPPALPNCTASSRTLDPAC
NOTCH agonist = agonists of NOTCH signaling | NOTCH signaling luciferase reporter cells, luminescence | activation, % at 2.5 µM | 15,000 compounds, 0.4% hits; in the data active = activation above about 2.2%
TLR4 MyD88 blk = inhibitors of human TLR4-MyD88 binding; Cell-based TLR4-MyD88 binding inhibition assay; 16,000 compounds, 0.06% hits; inhibition, % at 10 µM; Toll-like receptor 4 (Homo sapiens), O00206; AID 811, 2007; in the data active = inhibition above about 45%
Nox1 inhibitor = inhibitors of human NADPH oxidase 1 (Nox1) | 16,000 compounds, 0.81% hits | inhibition, % at 6.7 µM | AID 1792, 2009 | Q9Y5S8 | HT29 cells, luminol chemiluminescence ROS
Target sequence (Q9Y5S8 whole entry, looked up): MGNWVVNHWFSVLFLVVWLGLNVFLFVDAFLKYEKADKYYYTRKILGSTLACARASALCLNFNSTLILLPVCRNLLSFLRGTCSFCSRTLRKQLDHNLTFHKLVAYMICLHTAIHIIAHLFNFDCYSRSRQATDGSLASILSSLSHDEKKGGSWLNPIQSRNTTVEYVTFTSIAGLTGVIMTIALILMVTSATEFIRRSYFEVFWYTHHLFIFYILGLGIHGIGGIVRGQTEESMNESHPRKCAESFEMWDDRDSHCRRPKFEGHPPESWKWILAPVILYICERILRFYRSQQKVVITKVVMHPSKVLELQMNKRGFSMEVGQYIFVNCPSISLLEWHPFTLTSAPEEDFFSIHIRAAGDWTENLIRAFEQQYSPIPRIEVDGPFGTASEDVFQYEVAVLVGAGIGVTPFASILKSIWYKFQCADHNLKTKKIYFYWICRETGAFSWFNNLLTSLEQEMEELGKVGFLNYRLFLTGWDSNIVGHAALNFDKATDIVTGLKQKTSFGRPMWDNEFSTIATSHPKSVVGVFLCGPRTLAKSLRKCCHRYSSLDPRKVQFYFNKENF
PME-1 Maybridge = inhibitors of human PME-1 in Maybridge library; Protein phosphatase methylesterase 1 (Homo sapiens), Q9Y570; recombinant PME-1, FP-Rh probe fluorescence polarization; inhibition, % at 9 µM; 16,000 compounds, 0.5% hits; AID 2291, 2010; in the data active = inhibition above about 30%
S1P1 ag = activates the human S1P1 receptor. Sphingosine 1-phosphate receptor 1 (Homo sapiens), P21453. S1P1 agonist cell-based reporter assay. activation, % at 4.5 µM. 16,000 compounds, 1.5% hits. AID 1044, 2008; in the data active = activation above about 80%
OPRK1 antag MB = antagonists of human kappa opioid receptor OPRK1, Maybridge library; Kappa-type opioid receptor (Homo sapiens), P41145; inhibition, % at 9 µM; OPRK1 cells, antagonist mode, fluorescence readout; 16,000 compounds, 0.4% hits; AID 652031, 2013; in the data active = inhibition above about 50%
* marks the source's active call; other numbers are inactive results; / = not tested or not shown. Cut-off read from the data, not from the text of the source, unless noted: active = inhibition above about 75%; inactive = the rest.

SMILES	Luminol counter	rat GALR2 ag	NOTCH agonist	TLR4 MyD88 blk	Nox1 inhibitor	PME-1 Maybridge	S1P1 ag	OPRK1 antag MB
COC(=O)c1cc(OC)c(OC)cc1NC(=O)Nc1cc(Cl)cc(Cl)c1	-1	-6	0.3	0	-19	0	-9	-9
Cc1cc(S(=O)(=O)NN(C)c2cccc(Cl)c2C#N)cc(C)c1F	-11	-2	-0.2	3	-31	3	-6	-7
CC(C)Oc1cccc(N/C=C(\C#N)S(=O)(=O)c2ccc(Cl)cc2)c1	-5	-3	0.5	-5	-11	3	-6	12
COc1ccc(NC2CC(=O)N(c3ccc(OC)cc3)C2=O)cc1 (stereo unspecified)	-32	-7	-0.7	9	27	6	15	7
N#Cc1c(S/C=C(\O)c2cc3ccccc3o2)nc2c(c1C(F)(F)F)CCCC2	-4	-16	0.5	6	14	-2	22	77*
CCOC(=O)CSC(=NCc1ccccc1)NNC(=O)c1c(C)nc2cc(C)ccn12	-8	-5	-0.2	-9	-18	3	-21	7
O=C(c1cccc(CN2CCN(Cc3ccccc3)CC2)c1)N1CCC(O)CC1	0	-5	-0.8	10	-32	-1	-7	14
COCCOc1ccc(NC(=O)c2ccc(Cl)cc2)cc1	-2	-4	0.9	-6	0	-2	1	-11
COC(=O)c1cc(S(=O)(=O)Nc2ccsc2C(=O)OC)oc1C	0	-7	0.4	-1	-31	2	9	-3
CSc1nc(N)nc(-c2cc(Cl)cc(Cl)c2)n1	-5	-6	-0.5	-76	38	7	31	9
Cc1onc(-c2c(Cl)cccc2Cl)c1NC(=O)N(C)c1c2c(nn1C)CCCC2	-8	-3	-0.9	4	11	6	12	20
Nc1nnc(SCC(=O)Nc2ccc3c(c2)OCO3)s1	-3	-5	-0.2	2	-22	0	-8	12
COc1ccc(-c2[nH]ncc2/C=N/NC(=S)NC(C)(C)C)cc1	-2	-8	-0.2	-16	-18	4	33	-7
C/C(=N\OC(=O)c1ccc(C(F)(F)F)cc1)c1csc2ccccc12	-2	-6	0.5	1	-28	1	2	1
S=c1nc(-c2cc(Cl)cc(Cl)c2)[nH][nH]1	4	-5	-0.3	1	-6	-8	-2	9
O=[N+]([O-])c1ccc2c(c1)CCN2S(=O)(=O)c1ccccc1	-5	-6	-0.7	-5	1	4	-1	-16
Cc1cc(F)ccc1NC(=O)c1c(-c2ccccc2Cl)noc1C	3	-7	-1.0	-26	-30	1	18	-8
COC(=O)c1c(C(=O)OC)c2n(c1C)CCS2	-3	-7	3.5*	6	-16	1	10	15
N#C/C(=C\C(=C\N1CCOCC1)c1ccccc1)c1ccccc1	10	-7	-0.4	-2	5	4	0	-3
CC1(C)C(=S)NC(c2ccccc2)N1O (stereo unspecified)	13	-4	-0.4	11	4	3	-1	5
N#CSCOC(=O)Oc1ccc2ccccc2c1	5	-9	-0.7	6	-32	-2	14	20
CCCCNc1nc(N)ns1	-1	-4	-0.8	14	-43	0	-7	-6
CCN(CC)C(=O)c1[nH]c(C)c(C)c1C	3	-7	0.5	-7	-20	-3	0	-6
O=C(CSC1CN(C(c2ccccc2)c2ccccc2)C1)NNC(=O)c1cccs1	-2	-7	-0.2	/	-22	8	3	28
Cn1nc(-c2ccccc2)cc1N	-2	-3	-0.2	-4	12	0	-14	5

(further entries)
SMILES	Luminol counter	rat GALR2 ag	NOTCH agonist	TLR4 MyD88 blk	Nox1 inhibitor	PME-1 Maybridge	S1P1 ag	OPRK1 antag MB
CC(C)(C)c1cc(C(=O)NC2CC2)n(Cc2ccc(F)cc2)n1	-2	-7	1.4	-7	9	1	-7	-2
Cc1c(/C=C/C(=O)Nc2nccs2)sc2ccccc12	-2	-4	/	-3	-82	-16	-18	19
CC(=O)N1CCN(c2ccc(C(F)(F)F)cc2[N+](=O)[O-])CC1	-1	-7	0.6	-2	13	1	-10	5
COC(=O)c1cc(OC)c(OC)c(OC)c1NC(=O)c1cccnc1Oc1ccccc1	2	-6	-0.2	11	-34	-2	-6	-2
N#CCS(=O)(=O)Cc1ccc(F)cc1	-4	-5	-0.6	/	22	7	3	18
CCOC(NC(=O)Nc1ccc(Br)cc1)(C(F)(F)F)C(F)(F)F	0	-2	-0.7	-20	-10	-2	2	4
NC(=O)COc1ccccc1	0	-7	-0.2	-1	-64	4	-4	2
Clc1ccc(-c2csc(Nc3ccccc3)n2)cc1	4	-9	0.8	3	-39	3	14	-11
O=C(CC1Sc2ccccc2NC1=O)NNS(=O)(=O)c1ccc(Cl)cc1 (stereo unspecified)	3	-1	-0.2	-5	17	3	-1	4
Clc1cc(Cl)cc(OCc2ncc(-c3ccc4c(c3)OCCCO4)s2)c1	-1	-4	-0.2	-5	18	-15	-10	7
Cc1ccc(NC(=S)N2CCCN(c3ncccc3[N+](=O)[O-])CC2)cc1Cl	1	-2	0.3	-5	-55	-1	14	6
O=C(Cc1ccc([N+](=O)[O-])cc1)Nc1c(F)cccc1F	-5	-3	0.9	-3	10	1	-5	2
COc1ccccc1NC(=O)NCCN1CCN(Cc2ccccc2)CC1	3	-8	-0.7	4	60	8	-11	80*
CC1=Nn2c(nc3sc(C)c(C)c3c2=O)SC1	2	-3	-0.6	-1	-25	2	-13	4
Cc1noc(COc2ccccc2)c1C(=O)O	-2	-3	-0.1	-4	-16	1	2	7
O=C(Nc1cccc(F)c1C(=O)NCCc1ccncc1)c1cccc(C(F)(F)F)c1	-1	-6	-1.0	5	-87	3	-23	-37
O=[N+]([O-])c1cc(Cl)ccc1N1CCCCC1	-6	-1	-0.1	6	36	7	9	27
CSc1ccccc1NC(=O)NCc1ccccc1F	1	-6	-0.7	-4	-10	-1	3	-15
NS(=O)(=O)c1ccc(NNC(=O)c2nccnc2C(=O)O)cc1	-1	-2	0.4	-16	59	7	-13	-4
N/C(=N\O)C1CSc2ccccc2C1=O (stereo unspecified)	4	-7	-0.8	0	-26	-1	9	11
O=C(c1ccco1)N1CCSCC1	-7	-5	-0.6	-7	-3	5	7	12
O=C(O)CC(C(=O)NCc1ccccc1)C1=CCCCC1 (stereo unspecified)	-4	-6	-0.2	-3	-8	2	-11	17
O=C1CN(c2ccc(OC(F)(F)F)cc2)C(=O)CN1Cc1ccc2c(c1)OCO2	-1	-5	-0.5	1	-32	0	-13	8
O=C(NC(=S)N1CCc2ccccc21)c1cncc(C#Cc2ccccc2)c1	10	-3	-0.7	-4	-34	-8	14	-7
Cc1ccc(-c2nn[nH]n2)cc1	4	-2	-0.6	12	-42	-2	14	-4

With a hit mark in OPRK1 antag MB, among the entries above:
SMILES,rat GALR2 ag,NOTCH agonist,TLR4 MyD88 blk,Nox1 inhibitor,PME-1 Maybridge,S1P1 ag,OPRK1 antag MB
N#Cc1c(S/C=C(\O)c2cc3ccccc3o2)nc2c(c1C(F)(F)F)CCCC2,-16,0.5,6,14,-2,22,77*
COc1ccccc1NC(=O)NCCN1CCN(Cc2ccccc2)CC1,-8,-0.7,4,60,8,-11,80*

More structures
SMILES	Luminol counter	rat GALR2 ag	NOTCH agonist	TLR4 MyD88 blk	Nox1 inhibitor	PME-1 Maybridge	S1P1 ag	OPRK1 antag MB
NC1=NC(=O)C(Cc2ccc(OC(F)(F)F)cc2)S1 (stereo unspecified)	-3	-6	-0.2	6	-33	0	3	-2
Cc1cc(N/N=C/c2cccc(Cl)c2)nc2n[nH]c(N)c12	10	-8	-0.1	-3	8	5	4	-28
O=C(Nc1ccccc1C(=O)NC1CCCCNC1=O)c1cccs1 (stereo unspecified)	1	-9	-1.3	6	-24	-6	30	10
COc1cc(SCc2ccccc2)c(C(=O)O)cc1OC	1	-3	-0.7	2	-49	0	-3	5
CCn1nc(C)c([N+](=O)[O-])c1C(=O)Sc1cccc(Br)c1	-1	-6	/	-3	2	3	-4	-1
CCOC(=O)COc1cccc2c(C)cc(=O)oc12	-2	-4	-0.2	-1	-10	-2	1	-2
COC(=O)c1cccc(NC(=O)CC2C(=O)NCCN2C(=O)c2sc3ccccc3c2Cl)c1 (stereo unspecified)	2	-3	-0.5	3	-42	-3	-11	12
Cc1c(CC(=O)Oc2ccc([N+](=O)[O-])cc2)sc2ccc(Cl)cc12	-3	-3	-0.1	2	16	3	-3	5
CC(=O)Nc1ccc(F)cc1F	-1	-10	3.8*	2	-8	-1	-19	25
CCN(CCN1C(=O)CCC1=O)c1cccc(NC(C)=O)c1	3	-7	-0.1	-4	7	4	-8	-4
O=C(NCCS(=O)(=O)Cc1ccc(F)cc1)c1cccc(OC(F)(F)F)c1	-1	-5	0.1	4	-13	0	3	-18
CCOC(=O)CCc1ccc2c(c1)NC(c1ccc([N+](=O)[O-])s1)O2 (stereo unspecified)	15	-7	0.4	-3	82*	1	-8	4
O=C(/C=C/c1cccs1)Oc1c(Cl)cccc1Cl	-6	-1	-0.4	-1	24	6	20	16
CCOC(=O)C1CCCN(C(=O)c2csc(-c3ccc4c(c3)CCO4)n2)C1 (stereo unspecified)	-4	-5	-1.0	-11	13	4	8	-9
CC(=O)c1ccc(C#CCOC(=O)c2ccc(C(F)(F)F)cc2)s1	0	-4	-0.2	-25	-35	-9	-14	1
O=C(CSC1=NCCCN1)NN(Cc1c(F)cccc1Cl)c1ccccc1	2	-6	-0.8	-2	-31	3	6	18
Cc1cc(C)n(NC(=S)NCc2cccs2)c(=O)c1C#N	0	-4	-0.2	-6	-1	3	0	-10
COc1cc(C(=O)NC(C)c2ccc3c(c2)OCCO3)cc(OC)c1OC (stereo unspecified)	-6	-5	-0.7	4	-18	7	-8	-10
Fc1ccc(-c2nnnn2-c2ccccc2C(F)(F)F)cc1	-9	-7	-0.4	-1	-34	7	15	3
S=C1C=C(N2CCCCC2)CC(c2ccccc2Cl)S1 (stereo unspecified)	3	-5	1.3	/	-80	2	8	2
CC1C/C(=N\OC(=O)Nc2ccc(Cl)cc2)c2cc(Cl)ccc2S1(=O)=O (stereo unspecified)	4	-4	-0.1	-1	-31	-2	1	5
COc1cc(C(=O)NCC(=O)O)cc(OC)c1OC	1	-8	0.4	-2	-13	2	-12	-7
Cc1nc(CSc2ccc(Cl)cc2)cs1	-1	-6	0.9	12	-31	-1	4	2
Cc1ccc(C)c(N=Cc2cc(Br)ccc2O)c1	3	12	-0.4	6	-45	-1	-3	6
O=C(/C=N/Nc1ccccc1)Nc1ccccc1C(=O)O	18	0	-0.5	3	-33	-3	12	-10

Of the compounds above, two have a tert-butyl group:
SMILES	Luminol counter	rat GALR2 ag	NOTCH agonist	TLR4 MyD88 blk	Nox1 inhibitor	PME-1 Maybridge	S1P1 ag	OPRK1 antag MB
COc1ccc(-c2[nH]ncc2/C=N/NC(=S)NC(C)(C)C)cc1	-2	-8	-0.2	-16	-18	4	33	-7
CC(C)(C)c1cc(C(=O)NC2CC2)n(Cc2ccc(F)cc2)n1	-2	-7	1.4	-7	9	1	-7	-2

New compounds follow:
SMILES	Luminol counter	rat GALR2 ag	NOTCH agonist	TLR4 MyD88 blk	Nox1 inhibitor	PME-1 Maybridge	S1P1 ag	OPRK1 antag MB
COC(=O)c1cc(=O)n2c(sc3ccccc32)c1C#N	1	-4	-0.6	-4	-43	2	-3	9
CC(C)CNC(=O)C1CC(c2ccccc2)=NO1 (stereo unspecified)	-7	-2	-0.2	-2	24	3	10	12
NC(N)=NCCS(=O)(=O)O	2	-6	-0.2	11	-40	-2	13	14
CCOC(=O)NC(=S)N1CCOCC1	-4	-4	0.4	9	-8	4	-5	4
COc1ccc(Nc2cc(-c3ccccc3)nc3ncnn23)c(OC)c1	2	-9	-0.5	-5	-20	-1	-20	-1
Cc1nc(-c2ccccn2)nc(SCc2ccccc2)c1Cl	-1	-5	-0.6	14	-49	2	0	0
CC1=C(Oc2ccc(Cl)cc2)C(C)(O)N=C(C(F)(F)F)N1 (stereo unspecified)	-14	-7	-0.2	-5	7	4	10	-6
O=C(CC1NCCNC1=O)NC1Cc2ccccc2C1 (stereo unspecified)	2	-6	-0.7	14	-74	-3	2	-3
C(/C=C/c1ccccc1)=Nc1ccccc1	1	-5	-0.7	1	-33	0	4	14
O=[N+]([O-])c1ccc(S(=O)(=O)c2ccccc2)cc1OS(=O)(=O)c1ccc(F)cc1F	3	-8	-0.5	-4	-4	2	14	-1
O=[N+]([O-])c1cccc(-c2noc(CSC3=NCCN3)n2)c1	-3	-6	0.2	6	-24	8	-42	25
CCOC(=O)CSc1nnc(NCC(=O)OC)c(=O)[nH]1	4	-3	-0.2	7	-68	-1	23	-10

Another view of some results above:
Values in the order: Luminol counter, rat GALR2 ag, NOTCH agonist, TLR4 MyD88 blk, Nox1 inhibitor, PME-1 Maybridge, S1P1 ag, OPRK1 antag MB
CC(C)CNC(=O)C1CC(c2ccccc2)=NO1 (stereo unspecified)
 : -7, -2, -0.2, -2, 24, 3, 10, 12
O=[N+]([O-])c1cccc(-c2noc(CSC3=NCCN3)n2)c1
 : -3, -6, 0.2, 6, -24, 8, -42, 25
C(/C=C/c1ccccc1)=Nc1ccccc1
 : 1, -5, -0.7, 1, -33, 0, 4, 14
COC(=O)c1cc(=O)n2c(sc3ccccc32)c1C#N
 : 1, -4, -0.6, -4, -43, 2, -3, 9
